Source: PubChem
ARFGAP1 inh = inhibitors of rat ARFGAP1. Arfgap1-stimulated ARF1 GTP hydrolysis, GDP FP detection. inhibition, % at 16.5 µM. 0.26% of 360,000 active. AID 651572;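 active = inhibition above a per-plate limit, mean inhibition of low control wells plus 3 SD, cut at about 25% in these data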;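 note: 0% = DMSO wells with enzyme and 100% = wells lacking Arfgap1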
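Material: truncated rat Arfgap1 GAP domain; Incubation: compound-enzyme preincubation 20 min, reaction 120 min, detection 60 min, 25 °C; Read-out: percent inhibition of Arfgap1-stimulated GTP hydrolysis; Technique: FP, GDP Alexa 633 tracer displaced from anti-GDP antibody, 620/688 nm; Controls: No-Arfgap1 wells (100%) versus DMSO full-reaction wells (0%); Replication: single well per compound.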
TDP2 inh = blocks human TDP2 phosphodiesterase activity; O95551; recombinant TDP2, T5PNP hydrolysis, p-nitrophenol absorbance 415 nm; inhibition, % at 12.8 µM; 0.34% of 370,000 active; AID 720702;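 active = inhibition above the mean of all tested compounds plus 3 SD, set per campaign, cut at about 25% in these data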;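 note: 0% = DMSO with enzyme and 100% = buffer with substrate but no TDP2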
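Assay system: recombinant human TDP2 / Reagent: T5PNP substrate at 5 mM, a TopII-DNA adduct mimic / Measured by: epi absorbance from released p-nitrophenol / Evaluation: % inhibition relative to enzyme-containing and enzyme-free wells / Control set: enzyme-free and DMSO wells / Replicates: each compound tested once, singlicate / Schedule: enzyme reaction with compound for 2 h at 37 °C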
ADAM17 inh = inhibits human ADAM17. 0.83% of 370,000 active. recombinant ADAM17, EDANS/DABCYL FRET peptide cleavage. P78536. inhibition, % at 6.95 µM;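 active = inhibition above the mean of compounds lying between control limits plus 3 SD, set per campaign, cut at about 8.5% in these data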;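 note: 0% = DMSO-only wells as the low control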
DDE Tn6 FP inh = DD(E)-Tn6 binding inhibition, primary FP screen; P02675; Fibrin DD(E) TRITC-Tn6 fluorescence polarization displacement; inhibition, % at 8.3 µM; 0.21% of 370,000 active;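 active = inhibition above a per-campaign cutoff: mean of compounds within control limits plus 3 SD, cut at about 15% in these data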;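 note: 0% = median of all compound wells on the plate and 100% = blocking peptide control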
SIAE inh = blocks human sialic acid acetylesterase. Q9HAT2. SIAE FP-Rh probe binding, fluorescence polarization. inhibition, % at 9.66 µM. 0.69% of 370,000 active. AID 1053197;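 active = inhibition above a cutoff: mean of compounds within the control limits plus 3 SD of those, cut at about 17% in these data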;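 note: 0% = plate median of compound wells and 100% = probe without SIAE protein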
ASAP1 GAP inh = blocks human ASAP1-stimulated Arf1 GTP hydrolysis. 0.19% of 360,000 active. GDP FP detection. Q9ULH1. inhibition, % at 16.5 µM; in the data active = inhibition above about 25%;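 note: 0% = vehicle with enzyme and substrate and 100% = no enzyme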
ADAM10 inh = ADAM10 inhibition, QFRET primary screen. O14672. recombinant ADAM10, EDANS/DABCYL FRET peptide cleavage, 3 h. inhibition, % at 7 µM. 0.62% of 370,000 active. AID 720582;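 active = inhibition above a per-campaign cutoff equal to the mean of compounds falling between control-based bounds plus 3 SD, cut at about 20% in these data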;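 note: 0% = DMSO wells while the 100% control is not disclosed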
PLCg1 inh = inhibitors of human phospholipase C gamma1. inhibition, % at 12.2 µM. purified PLC-gamma1, fluorogenic substrate, fluorescence. 0.84% of 370,000 active; in the data active = inhibition above about 9.5%
DDE Tn7 FP inh = disrupts Tn7 cyclic peptide binding to fibrin D-Dimer-E complex; P02675; FP displacement of FITC-Tn7 peptide from fibrin DD(E); 0% = median of compound wells per plate; inhibition, % at 8.3 µM; 0.13% of 370,000 active;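 active = inhibition above the mean of compounds falling within the control limits plus 3 SD of them, cut at about 14% in these data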;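 note: 0% = plate median of compound wells and 100% = 10 µM Aha-Tn7 peptide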
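Test system – human fibrin DD(E) · Times – 10 min preincubation, 3 h with tracer, room temperature · Detection – fluorescence polarization of the labelled Tn7 tracer · Measure – percent inhibition normalized to high-control wells · Benchmarks – high control wells with 10 µM unlabelled Aha-Tn7 peptide (full inhibition) · Repeats – singlicate testing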
PLC-beta3 inh = PLC-beta3 (human) inhibition, primary screen; Q01970; Purified PLC-beta3, fluorogenic substrate, fluorescence; inhibition, % at 12.2 µM; 0.18% of 370,000 active; in the data active = inhibition above about 11%;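 note: 0% = median of compound wells on plate and 100% = full blocker control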
Target sequence (Q01970 whole entry, looked up): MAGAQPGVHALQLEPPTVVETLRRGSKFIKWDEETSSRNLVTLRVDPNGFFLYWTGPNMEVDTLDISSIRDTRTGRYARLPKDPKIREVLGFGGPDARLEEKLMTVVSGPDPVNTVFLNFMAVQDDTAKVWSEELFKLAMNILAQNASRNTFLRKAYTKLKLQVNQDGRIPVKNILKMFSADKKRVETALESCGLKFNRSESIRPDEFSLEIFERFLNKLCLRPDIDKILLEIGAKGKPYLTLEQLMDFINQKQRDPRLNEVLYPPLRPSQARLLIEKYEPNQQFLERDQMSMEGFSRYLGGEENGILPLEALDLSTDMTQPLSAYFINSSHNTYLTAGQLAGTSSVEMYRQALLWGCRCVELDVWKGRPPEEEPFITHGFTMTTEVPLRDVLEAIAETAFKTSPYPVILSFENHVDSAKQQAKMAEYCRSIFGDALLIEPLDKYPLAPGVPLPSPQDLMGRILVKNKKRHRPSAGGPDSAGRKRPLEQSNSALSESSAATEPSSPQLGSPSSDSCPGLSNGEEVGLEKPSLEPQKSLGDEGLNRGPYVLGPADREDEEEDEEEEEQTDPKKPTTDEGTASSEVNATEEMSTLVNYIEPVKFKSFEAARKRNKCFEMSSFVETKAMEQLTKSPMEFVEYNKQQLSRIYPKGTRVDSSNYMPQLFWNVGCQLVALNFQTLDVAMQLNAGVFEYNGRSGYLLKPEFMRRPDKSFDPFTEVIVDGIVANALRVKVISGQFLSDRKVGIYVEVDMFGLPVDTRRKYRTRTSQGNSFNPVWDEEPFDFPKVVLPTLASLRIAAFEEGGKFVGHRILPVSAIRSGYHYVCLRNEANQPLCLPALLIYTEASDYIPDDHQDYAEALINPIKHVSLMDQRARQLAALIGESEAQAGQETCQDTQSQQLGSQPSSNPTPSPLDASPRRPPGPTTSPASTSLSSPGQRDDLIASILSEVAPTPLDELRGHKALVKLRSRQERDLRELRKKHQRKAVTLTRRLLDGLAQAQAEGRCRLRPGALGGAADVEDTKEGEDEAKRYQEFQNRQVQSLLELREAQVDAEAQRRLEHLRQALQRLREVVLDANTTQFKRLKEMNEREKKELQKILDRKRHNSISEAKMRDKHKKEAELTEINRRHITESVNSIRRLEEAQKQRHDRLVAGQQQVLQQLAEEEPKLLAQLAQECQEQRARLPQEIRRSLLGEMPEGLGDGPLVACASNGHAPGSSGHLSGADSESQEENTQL
Active calls of the source: *.

Keys: A = ARFGAP1 inh; B = TDP2 inh; C = ADAM17 inh; D = DDE Tn6 FP inh; E = SIAE inh; F = ASAP1 GAP inh; G = ADAM10 inh; H = PLCg1 inh; I = DDE Tn7 FP inh; J = PLC-beta3 inh
COc1ccc(S(=O)(=O)NC(=O)C2(C)CCN2C(=O)c2ccccc2CCc2ccccc2)cc1 (stereo not drawn)
  A: -9	B: -3	C: 1	D: 5	E: 4	F: -7	G: -4	H: 0	I: 4	J: -6
COc1ccc(C/C(N)=N/OC(=O)c2cccc([N+](=O)[O-])c2)cc1
  A: 13	B: 1	C: -1	D: -2	E: -3	F: -2	G: 8	H: -1	I: 11	J: -2
Cc1ccc(C(=S)N2CCN(Cc3ccccc3)CC2)s1
  A: -3	B: 5	C: -5	D: 7	E: 2	F: -11	G: -2	H: -3	I: 7	J: -7
O=C(COC(=O)c1ccc(O)cc1O)NC(=O)NCc1ccccc1
  A: -8	B: -10	C: 2	D: -1	E: 0	F: 6	G: 5	H: -1	I: -5	J: -6
CN(Cc1ccccc1)C(=O)CC(c1ccccc1)c1cc(Cl)ccc1O (stereo not drawn)
  A: 3	B: 4	C: -1	D: 4	E: 0	F: 20	G: 1	H: 3	I: 4	J: 1
O=C(NCc1ccco1)c1ccc2sc([C@@H]3O[C@H](CO)[C@@H](O)[C@H]3O)nc2c1
  A: 3	B: 6	C: -4	D: -1	E: 4	F: -4	G: -12	H: -4	I: 3	J: -1
Cc1c(Cl)cccc1NC(=S)NCCc1ccc(Cl)cc1
  A: -6	B: 7	C: 2	D: -6	E: -6	F: -3	G: 5	H: 0	I: -8	J: -8
Cc1ccc(C2=CSC3=NCCN23)cc1
  A: 6	B: -1	C: -2	D: -1	E: 0	F: 1	G: 6	H: 2	I: 4	J: -4
CCOC1(c2ccccc2)OC(=O)c2ccccc21 (stereo not drawn)
  A: -18	B: -9	C: -5	D: 8	E: 5	F: -9	G: -3	H: 1	I: 6	J: -1
O=C(c1ccccc1)N(C(=O)c1ccccc1)N1CCCC1
  A: -2	B: 2	C: -3	D: 2	E: 8	F: -9	G: -14	H: 1	I: -4	J: -4
O=C(NCc1cccc(C(F)(F)F)c1)N1CCN(C(=O)c2ccccc2)CC1
  A: 0	B: 7	C: 3	D: -2	E: 6	F: 1	G: -1	H: 0	I: -8	J: -4
COc1ccccc1-n1c(CNC(=O)c2ccco2)nnc1SCC(=O)Nc1nccs1
  A: -2	B: -1	C: 2	D: -2	E: 10	F: 3	G: -7	H: -1	I: -2	J: 1
CCNc1nc(NCC)n2c(SCC(=O)Nc3ccc(F)cc3[N+](=O)[O-])nnc2n1
  A: 4	B: 2	C: 0	D: -2	E: -2	F: -7	G: 6	H: 3	I: -3	J: -3
Cc1ccccc1Nc1c(-c2ccncc2)nc2ccc(Br)cn12
  A: 10	B: 0	C: -2	D: 4	E: -1	F: -15	G: -6	H: -30	I: -4	J: -33
O=C(c1ccco1)N1CCN(C(=O)c2cc(-c3ccccn3)nc3ccc(Cl)cc23)CC1
  A: 6	B: 3	C: -1	D: 7	E: 4	F: -8	G: 1	H: -10	I: -2	J: -13
O=S(=O)(Cc1cc(Sc2ccc(Cl)cc2)nc(-c2ccccc2)n1)c1ccccc1
  A: -10	B: 4	C: -6	D: -5	E: 3	F: -4	G: -2	H: -3	I: 2	J: 1
CCN1CCN(c2ccc(S(=O)(=O)N3CCCCC3)cc2NC(=O)c2sccc2C)CC1
  A: 9	B: 1	C: 0	D: -2	E: 1	F: -15	G: -5	H: 0	I: -1	J: -6
O=C(NC(c1ccc(Cl)cc1)c1cnccn1)C1CCN(Cc2ccc(Cl)cc2)CC1 (stereo not drawn)
  A: 3	B: -13	C: 1	D: 3	E: -3	F: 10	G: -4	H: 2	I: -2	J: 5
COC(=O)Cc1coc2cc(OC)ccc12
  A: 1	B: 3	C: -3	D: 1	E: 3	F: -6	G: -6	H: -1	I: 3	J: -1
On1c(-c2ccccc2Cl)nc2ccccc21
  A: 6	B: 9	C: -5	D: 5	E: -2	F: 4	G: -4	H: -3	I: 3	J: 1

A draw from above in order of SMILES length, descending:
Keys: A = ARFGAP1 inh; B = TDP2 inh; C = ADAM17 inh; D = DDE Tn6 FP inh; E = SIAE inh; F = ASAP1 GAP inh; G = ADAM10 inh; H = PLCg1 inh; I = DDE Tn7 FP inh; J = PLC-beta3 inh
CCNc1nc(NCC)n2c(SCC(=O)Nc3ccc(F)cc3[N+](=O)[O-])nnc2n1
  A: 4	B: 2	C: 0	D: -2	E: -2	F: -7	G: 6	H: 3	I: -3	J: -3
CCN1CCN(c2ccc(S(=O)(=O)N3CCCCC3)cc2NC(=O)c2sccc2C)CC1
  A: 9	B: 1	C: 0	D: -2	E: 1	F: -15	G: -5	H: 0	I: -1	J: -6
O=C(NC(c1ccc(Cl)cc1)c1cnccn1)C1CCN(Cc2ccc(Cl)cc2)CC1 (stereo not drawn)
  A: 3	B: -13	C: 1	D: 3	E: -3	F: 10	G: -4	H: 2	I: -2	J: 5
COc1ccccc1-n1c(CNC(=O)c2ccco2)nnc1SCC(=O)Nc1nccs1
  A: -2	B: -1	C: 2	D: -2	E: 10	F: 3	G: -7	H: -1	I: -2	J: 1
O=C(NCc1cccc(C(F)(F)F)c1)N1CCN(C(=O)c2ccccc2)CC1
  A: 0	B: 7	C: 3	D: -2	E: 6	F: 1	G: -1	H: 0	I: -8	J: -4
Cc1ccccc1Nc1c(-c2ccncc2)nc2ccc(Br)cn12
  A: 10	B: 0	C: -2	D: 4	E: -1	F: -15	G: -6	H: -30	I: -4	J: -33
COC(=O)Cc1coc2cc(OC)ccc12
  A: 1	B: 3	C: -3	D: 1	E: 3	F: -6	G: -6	H: -1	I: 3	J: -1

(list continues)
Keys: A = ARFGAP1 inh; B = TDP2 inh; C = ADAM17 inh; D = DDE Tn6 FP inh; E = SIAE inh; F = ASAP1 GAP inh; G = ADAM10 inh; H = PLCg1 inh; I = DDE Tn7 FP inh; J = PLC-beta3 inh
C/C(=N\NC(=O)c1cc(-c2cccnc2)nc2ccccc12)c1ccccc1O
  A: 0	B: -8	C: -3	D: -3	E: -4	F: 0	G: -5	H: -12	I: 2	J: -11
O=C(CCl)Nc1cn(-c2ccccc2)nc1-c1ccc(F)cc1
  A: 5	B: -4	C: -4	D: 5	E: -6	F: 3	G: -1	H: 0	I: 1	J: -6
Cc1ccccc1NC(=O)CSc1nnc(Cc2ccccc2)o1
  A: 7	B: 12	C: -2	D: 4	E: 0	F: -9	G: -7	H: -1	I: 1	J: 0
O=C(Nc1cnccn1)c1ccncc1
  A: -9	B: -16	C: 5	D: 1	E: 0	F: -5	G: -4	H: 6	I: -1	J: 1
Cc1ccc(OCC(O)Cn2c(N)nc3c2c(=O)n(C)c(=O)n3C)cc1 (stereo not drawn)
  A: 8	B: 1	C: -1	D: 4	E: 3	F: 1	G: 5	H: 3	I: 6	J: -6
COc1ccc(S(=O)(=O)NCC(c2ccc3c(c2)OCO3)N2CCOCC2)cc1C (stereo not drawn)
  A: -8	B: -9	C: 0	D: -2	E: -2	F: -6	G: -1	H: 1	I: 0	J: 3
N#C/C(=N\Nc1cccc(F)c1)C(=O)C1CC1
  A: 13	B: -8	C: 0	D: 1	E: 1	F: -7	G: 6	H: 2	I: 1	J: -6
O=C(NCc1cccnc1)c1ccc(COc2ccc(Cl)cc2Cl)o1
  A: 15	B: 7	C: -3	D: 4	E: 1	F: -8	G: -5	H: 1	I: 4	J: 2
CN(C)S(=O)(=O)c1ccc(N2CCCC2)c(C(=O)Nc2nc(-c3ccc(F)c(F)c3)cs2)c1
  A: -2	B: -8	C: 0	D: 0	E: -9	F: -2	G: 6	H: 1	I: -2	J: 3
O=C(O)CN1C(=O)CSC1=S
  A: 4	B: 27*	C: -2	D: -3	E: -3	F: -8	G: 5	H: -3	I: 7	J: -8

Given in CSV form: part of the list above
molecule,ARFGAP1 inh,TDP2 inh,ADAM17 inh,DDE Tn6 FP inh,SIAE inh,ASAP1 GAP inh,ADAM10 inh,PLCg1 inh,DDE Tn7 FP inh,PLC-beta3 inh
CN(C)S(=O)(=O)c1ccc(N2CCCC2)c(C(=O)Nc2nc(-c3ccc(F)c(F)c3)cs2)c1,-2,-8,0,0,-9,-2,6,1,-2,3
O=C(O)CN1C(=O)CSC1=S,4,27*,-2,-3,-3,-8,5,-3,7,-8

Other entries follow:
Keys: A = ARFGAP1 inh; B = TDP2 inh; C = ADAM17 inh; D = DDE Tn6 FP inh; E = SIAE inh; F = ASAP1 GAP inh; G = ADAM10 inh; H = PLCg1 inh; I = DDE Tn7 FP inh; J = PLC-beta3 inh
CC(C)(C)c1ccc(OCC(=O)NCCN2CCOCC2)cc1
  A: -9	B: 15	C: -2	D: -1	E: -2	F: -4	G: 4	H: 2	I: -2	J: -7
Cc1ccc(C(=O)N(CC(=O)NC2CCCC2)c2ccc3c(c2)OCCO3)s1
  A: 16	B: 6	C: 0	D: -2	E: 6	F: 0	G: 0	H: 1	I: -2	J: 1
CC(C)N(C)CCOC(=O)c1ccc2c(c1)OCCO2
  A: 1	B: 3	C: -5	D: -2	E: -3	F: -11	G: 2	H: 3	I: -1	J: 3
CCc1cccc(NC(=O)C2CCCC2)c1
  A: 7	B: 0	C: -2	D: -8	E: -5	F: -19	G: -4	H: 3	I: -9	J: 1
COc1ccccc1-c1ccc(OCCCN2CCC(C(O)(c3ccccc3)c3ccccc3)CC2)cc1
  A: 14	B: -3	C: 7	D: 1	E: 7	F: 11	G: 17	H: 1	I: 1	J: 0
Cc1ccccc1NC(=O)CN1C(=O)S/C(=C\c2ccc(-c3cccc(C(=O)O)c3C)o2)C1=O
  A: 2	B: 3	C: -3	D: -3	E: 2	F: 2	G: 0	H: -4	I: -1	J: -10
Cc1ccc(CS(=O)(=O)CC(C)(O)c2ccc(Cl)cc2)cc1 (stereo not drawn)
  A: 0	B: 9	C: -2	D: 0	E: 7	F: -5	G: -3	H: 1	I: -2	J: 1
Cc1ccc(/C=C2\SC(=S)N(CCCC(=O)Nc3nccs3)C2=O)cc1
  A: -5	B: -6	C: 1	D: 3	E: -9	F: -12	G: 3	H: 7	I: 0	J: 9
Cc1cc(F)ccc1S(=O)(=O)N1CCCOC1CNC(=O)C(=O)NC1CCCC1 (stereo not drawn)
  A: -1	B: -2	C: -1	D: 6	E: -5	F: -6	G: -3	H: 1	I: -6	J: -3
COc1ccc(NC(=S)NCc2cccs2)cc1OC
  A: -11	B: -6	C: -1	D: -2	E: 3	F: -3	G: -8	H: 1	I: -6	J: -1
